# From PubChem
# RT RNaseH block – HIV-1 RT RNase H inhibitors, primary screen, biochemical, fluorescence. Gag-Pol polyprotein (Human immunodeficiency virus type 1 group M subtype B (isolate …. RT-RNase H RNA/DNA duplex cleavage. inhibition, % at 10 µM. 65,000 tested, 1.9% active; in the data active = inhibition above about 50%
# RmlCD inh mix – RmlC and RmlD coupled enzyme inhibitors, primary screen, biochemical, 384-well, compound mixtures, retest | 110,000 tested, 0.39% active | RmlC/RmlD coupled enzyme inhibition, 384-well mixture HTS | AID 1532, 2009 | inhibition, % at 5.5 µM; in the data active = inhibition above about 30%, passing the limit was not always enough; also: strong numbers were not always called active
# * hit, by the source's call; · = no result given. Some of the compounds tested; the hit share may differ from the screen's.
SMILES,RT RNaseH block,RmlCD inh mix
CCC1(C)Cc2c(sc3c2c(=O)n(C)c2nnc(SCC(=O)c4ccc(Cl)cc4)n32)CO1 (stereo unspecified),13,·
O=C(O)CCCCCNC(=O)c1ccccc1,·,-6
O=C(NCc1cccs1)c1ccc(CS(=O)(=O)c2ccc(Cl)cc2)o1,·,-7
Cc1ccc(C(=O)Nc2nc3ccccc3n2CCN2CCCC2)cc1,-4,-2
CCOc1ccccc1N=c1oc2cc(O)ccc2cc1C(=O)NCC1CCCO1 (stereo unspecified),·,2
O=C(CC1(O)C(=O)Nc2cc(Cl)cc(Cl)c21)c1ccncc1 (stereo unspecified),-16,6
CCOc1ccc(S(=O)(=O)NC(C)(C)C)cc1-c1nc2c(C(C)(C)C)nn(C)c2c(=O)[nH]1,1,3
CC12C=CC3(O1)C(C(=O)N(c1cccnc1)C3C(=O)NC1CCCCC1)C2C(=O)Nc1ccccc1 (stereo unspecified),4,-12
O=C(Nc1ccc2c(c1)OCCO2)c1cc(-c2ccccc2)nc2ccccc12,·,-17
COc1cccc(-n2c(COc3ccc(C)cc3)nnc2SCC(=O)O)c1,-9,11
O=C(CN(CC1CCCO1)C(=O)CNS(=O)(=O)c1ccccc1)NCc1ccccc1 (stereo unspecified),-18,6
O=S(=O)(c1cccc(-c2nnc(SCc3nc4ccccc4s3)o2)c1)N1CCOCC1,2,·
Cn1c(=O)[nH]c(=O)c2c1nc(N1CCN(Cc3ccccc3)CC1)n2CCCc1ccccc1,-3,15
COc1ccc(C)cc1S(=O)(=O)Nc1ccc(F)c(Cl)c1,-32,-18
O=C(Nc1ccc2c(c1)Cc1ccccc1-2)c1cc2ccccc2o1,·,13
O=C(O)c1cccc(C(=O)Nc2cccc(NC(=O)C3CCCO3)c2)c1 (stereo unspecified),-10,8
CCOC(=O)C1=C(C)NC(C)=C(C(=O)OCC)C1C(=O)OCC(=O)N1CCC(C)CC1,-2,-7
Nc1nc(SCC(=O)N2CCCc3ccccc32)n(-c2ccccc2)n1,1,-11
COCCNCCOc1ccccc1-c1ccccc1,·,11
COC(=O)CN(c1ccccc1)S(=O)(=O)c1ccccc1,-23,0
O=C(c1ccco1)N1CCN(c2ncnc3c2cnn3-c2ccccc2)CC1,-4,-7
Cc1onc(-c2ccccc2Cl)c1C(=O)N1C=CC(C(F)(F)F)=NCC1,·,9
NC(=O)/C(=N\O)c1ccccc1,-10,-19
CC(C)(Cc1nc2ccccc2[nH]1)C(=O)O,·,5
CCN(C(=O)COc1ncnc2scc(-c3ccc(F)cc3)c12)C1CCS(=O)(=O)C1 (stereo unspecified),-16,19
CC(Cc1cccs1)NC(=O)NC1CCCCC1 (stereo unspecified),1,-15
Cn1c(=O)c2c(nc(N3CCCCC3)n2CCSc2nc3ccccc3o2)n(C)c1=O,0,·
CCc1ncc(C(=O)c2ccc(OC)cc2)n1C,3,-8
CCOC(=O)N1CCN(C(=O)COc2ccccc2Cl)CC1,-31,5
CCOc1cccc(C2C(C#N)=C(N)Oc3cc(C)oc(=O)c32)c1OCC (stereo unspecified),-6,-9
CCCn1nnnc1SCC(=O)NCc1ccc(OC)cc1,2,5
CC(C)C(=O)Nc1cccc(-c2cnc3ccccc3n2)c1,·,7
CCc1ccc(NC(=O)N(C2CCC(C)CC2)C2CCN(C(C)=O)CC2)cc1 (stereo unspecified),4,8
CN(CC(=O)N1CCc2ccccc21)S(=O)(=O)c1ccc(Br)s1,-43,-6
O=c1[nH]c2ccsc2c(=O)n1-c1ccc(F)c(Cl)c1,-3,-5
COC(=O)c1[nH]c2cccc(OC)c2c1NC(=O)CCN1CCC(C)CC1,-4,-5
CN1CCN(S(=O)(=O)c2ccc(N(C)CC(=O)Nc3ccc(F)cc3)nc2)CC1,-12,2
O=C(NCc1ccco1)C(c1ccccc1)N(Cc1cccnc1)C(=O)Cn1nnc2ccccc21 (stereo unspecified),-4,6
COc1cc(OC)c(OC)cc1C=NCC1(c2ccccc2)CCCC1,·,4
Cc1ccc(NC(=O)CCC(=O)NNC(=O)C(c2ccccc2)c2ccccc2)c(C)c1,·,-11
COc1ccc(OC(C)C(=O)Nc2cccnc2)cc1 (stereo unspecified),·,25
Cc1nc2ccc(NC(=O)c3ccc(Cl)s3)cc2s1,-13,5
CC1CCN(C(=O)CN2C(=O)C(C)(C)Oc3ccc(C(=O)NC4CCCC4)cc32)CC1,-5,10
NC(=O)CC[C@@H]1NC(=O)[C@H](CO)NC(=O)c2cc([N+](=O)[O-])cc(I)c2NCC[C@@H](C(N)=O)NC1=O,·,-1
CCCCn1nc(C(=O)NC2=NCCS2)c2ccccc2c1=O,-3,-11
N#Cc1cn(-c2ccccc2)nc1-c1ccc2c(c1)OCCO2,34,-10
COC(=O)/C(=C\C(=O)c1ccccc1)Nc1cccc(C(F)(F)F)c1,·,-7
CNc1c([N+](=O)[O-])cnn1-c1ccc(Cl)cc1Cl,·,-45
COC(=O)c1cccc(NC(=O)CCCOc2cccc(C)c2)c1,·,10
CSc1ccccc1NC(=O)Nc1ccc(F)c(Cl)c1,·,-9
C=CCn1c(SCC(=O)Nc2cccc(C(=O)OC)c2)nnc1C(C)NC(=O)c1cccs1 (stereo unspecified),3,-6
CCCc1nc2oc(C(=O)OCC)c(N)c2c2c1COC(C)(C)C2,8,35
C=CCN1C=C2C(=O)C(C)(OC(=O)c3ccc(OC)cc3)C(=O)C(c3ccco3)=C2C=C1CCCC (stereo unspecified),·,6
Cc1ccc(S(=O)(=O)N2CCC(C(=O)N3Cc4ccccc4C3)CC2)cc1,-3,-8
CC(C(=O)NCc1cccnc1)N1C(=O)c2ccccc2C1=O (stereo unspecified),-9,11
COC(=O)C1=C(C)NC2=C(C(=O)CC(C)(C)C2)C1c1cccc(C)n1 (stereo unspecified),6,-3
CCn1cc(CNC(=O)c2cc(Cl)ccc2OC)c(C)n1,-11,11
Cc1ccc(CCNc2ccc3ccccc3c2)cn1,·,3
CCOc1ccc(N2CC(C(=O)Nc3ncccc3C)CC2=O)cc1 (stereo unspecified),·,-8
O=S(=O)(c1cccc(-c2nc3ccccc3s2)c1)N1CCOCC1,·,13
# Next part.
SMILES,RT RNaseH block,RmlCD inh mix
O=C(NC(=S)NCCc1ccccc1)c1ccccc1,·,8
Cc1cccc(S(=O)(=O)CC(=O)Nc2nc(-c3ccccc3)cs2)c1,·,12
COc1ccc(-c2ccc(-c3nnc(-c4cc(OC)ccc4OC)o3)cc2)cc1,6,·
CC(C)N(C(=O)CSc1nnc(NC(=O)C2CCC2)s1)C(C)C,4,8
CCCCCCCCCCNC(=O)CCn1[nH]c(=O)c2ccccc2c1=O,·,6
CC1(C)C(=O)CC[C@]2(C)C3C(=O)C=C4[C@H]5C[C@@](C)(C(=O)O)CC[C@]5(C)CC[C@]4(C)[C@]3(C)CC[C@@H]12 (stereo partly specified),·,2
Cc1c(NC(=O)COC(=O)c2cc3c4ccccc4n(C)c3s2)c(=O)n(-c2ccccc2)n1C,-9,-8
C[C@@H]1C(=O)O[C@@H]2[C@H](O)C34[C@H]5C[C@@H](C(C)(C)C)C36[C@H](OC(=O)[C@@H]6O)OC4(C(=O)O5)[C@@]12O (stereo partly specified),·,-12
Cc1cc(-n2c(C)cc(C(=O)CN3C(=O)NC4(CCCC4)C3=O)c2C)no1,7,3
Cc1cccc(CS(=O)(=O)Cc2ccc(C(=O)NCCCN3CCCC3)o2)c1,·,-13
O=C(NCCCn1ccnc1)c1cc(S(=O)(=O)N2CCOCC2)c(Cl)cc1Cl,3,-2
CCCCc1nc2ccccc2c(=O)n1NC(=O)c1c(O)c2cccc3c2n(c1=O)CC3,4,-6
CCC(=O)N1CCc2cc(Br)cc(S(=O)(=O)NCC3CCCN3CC)c21 (stereo unspecified),-3,-11
CCC(=O)Nc1ccc(S(=O)(=O)N2CCOCC2)cc1,·,-40
Nc1cccc(Cl)c1N1CCOCC1,·,6
COc1cc(/C=N/NC(=O)c2c(-c3ccccc3)noc2C)ccc1O,·,-10
O=C(NCc1cn2ccccc2n1)c1ccc2c(c1)OCO2,·,-12
N#Cc1c2c(c(-n3cnc4ccccc43)n3c1nc1ccccc13)CCC2,·,14
COc1cc(C=O)c(Br)cc1OCc1ccc(C)cc1,·,13
O=C(c1cc(-c2ccccc2)on1)N1CCCC1,-6,0
COCCNC(=O)c1onc(CSc2ccc(F)c(F)c2)c1C(=O)NCCOC,·,-4
O=C(CCC1CCCC1)N1CCN(S(=O)(=O)Cc2ccccc2)CC1,1,4
CC1(CC(=O)O)C(=O)N=C2C=CC=CN21 (stereo unspecified),-2,-13
CN(C)CC(C(=O)c1ccccc1)c1ccccc1 (stereo unspecified),-21,0
CCCCn1c(CN2CCOCC2)nc2c1c(=O)n(C)c(=O)n2C,-9,-8
CCNC(=S)NNC(=O)c1cc(-c2ccccc2C)nc2ccccc12,·,-12
Nc1ccc2nc(-c3cc(Cl)c(N)c(Cl)c3)[nH]c2c1,·,-19
Cc1ccc(-c2nnn(CC(=O)N(c3cccc(O)c3)C(C(=O)NC(C)(C)C)c3cccs3)n2)o1 (stereo unspecified),3,9
N#CC1=C2SCN(c3ccccc3)CN2C(=O)CC1c1cccs1 (stereo unspecified),-5,1
COC(=O)c1cn(NC(=O)c2cccc(N(C)C)c2)c(=O)c2ccccc12,9,7
O=C(NCCCN1CCOCC1)c1cc(-c2ccccc2)on1,-2,7
O=c1cc(-c2ccccc2Cl)oc2ccc([N+](=O)[O-])c(O)c12,·,4
CCCCOC(=O)c1ccc(NC(=O)c2c(O)[nH]c(=O)[nH]c2=O)cc1,·,10
COc1ccccc1-c1cc(C(=O)N2CCCCC2)no1,-22,-15
COc1ccccc1NC(=O)CSc1nnc(CNC(=O)c2ccco2)o1,-4,18
O=C(CCN1CCOCC1)Nc1cccc(Br)c1,-4,1
CCOC(=O)c1cc(-c2cccnc2)nn1-c1ccccn1,-15,4
O=C(COc1ccc(Br)cc1CO)Nc1ccccc1F,-26,13
CCCCNC(=O)c1c(CSc2ccc(Cl)cc2)noc1C(=O)NCc1ccccc1,·,2
CCC(O)CNc1nc(SC)nc2sc3c(c12)CCN(C)C3 (stereo unspecified),-5,3
Cc1nnc(SCC(=O)N2CC(=O)Nc3ccccc32)n1-c1ccccc1,-6,5
COc1ccc(Cl)cc1N1C(=O)/C(=C\c2sccc2C)N=C1SCC(=O)NC1CC1,·,-10
COC(=O)[C@@H]1C[C@@]2(O)[C@@H](O)[C@@H](O)[C@@H](O)C[C@H]2N1CC1CCCCC1,·,-9
COC(=O)c1ccc(NC(=O)C2CCN(C(=O)c3cc(OC)c(OC)c(OC)c3)CC2)cc1,·,-17
CCCN1C(=O)/C(=C/c2ccc(N3CCCC3)c(C)c2)NC1=S,·,-4
COc1cccc(C(=O)Nc2ccc(F)cc2F)c1,·,-2
COc1ccccc1N1CCN(Cc2ccc(Br)s2)CC1,-10,5
CCOC(=O)c1sc(NC(=O)C2CC2)cc1C,-4,15
CCN1CCN(C(CNC(=O)c2ccc3c(c2)OCO3)c2cccnc2)CC1 (stereo unspecified),-7,-3
CC1CCc2sc(C(=O)NCc3ccc(F)cc3)cc2C1 (stereo unspecified),·,4
COC(=O)CSc1nc2sc3c(c2c(=O)n1-c1ccccc1)CCN(C)C3,4,6
CCSC1(SCC)N=C(N)C2(C#N)C(c3ccccc3)NC3=C(CCC3)C12C#N (stereo unspecified),17,-11
COn1c(=O)c(-c2cccs2)[n+]([O-])c2ccccc21,·,-4
COc1ccc(OC)c(S(=O)(=O)NCc2ccccc2)c1,16,3
O=C(Nc1c(C(=O)O)oc2ccc(Br)cc12)c1ccccc1,-8,13
CCOc1ncccc1C(=O)Nc1ccccc1C(=O)NCc1ccc2c(c1)OCO2,-69,-12
CCCCS/C(=C(/C#N)C(N)=O)c1cc2c([nH]1)CCCC2,81*,-10
CN1CCN(C(=O)C2(NC(=O)NCc3ccccc3)CCCCC2)CC1,·,11
Cc1ccc(-n2ncc3c(=O)n(CC(=O)OCc4ccccc4)cnc32)cc1,-4,-5
COc1ccccc1CC(=O)Nc1ccccc1C(=O)O,·,5
Cc1c(Cc2ccc3c(c2)OCO3)sc(NC(=O)c2ccc3ccccc3c2)c1C(N)=O,·,9
